MrgX1 PAM = human MrgX1 positive allosteric modulation, primary screen. Q96LB2. MrgX1-HEK293, Fluo-4 calcium flux, FDSS; stronger effect = higher value. B-score at 10 µM. 0.63% of 310,000 active. AID 588675;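 active = plate-corrected calcium response at least 3 library SD above typical, normal starting fluorescence, not activating the receptor alone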;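 note: compound read alongside a low EC10 to EC30 dose of BAM8-22 agonist; peak minus trough fluorescence over baseline measured at the second addition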
TRPC6 activator = activators of mouse TRPC6 channel. B-score at 10 µM. 0.13% of 310,000 active. HEK293-TRPC6 membrane potential dye fluorescence; stronger effect = higher value. Q61143. AID 2550;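 active = B-score of the integrated fluorescence ratio above library mean plus 3 SD, and starting fluorescence ratio within library mean plus 5 SD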;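 note: higher score means more depolarization so channel activation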
TMEM16A inh = blocks the mouse calcium-activated chloride channel TMEM16A | AID 588511 | Q8BHY3 | normalized B-score (activity score, 25-100; higher = stronger inhibition) at 10 µM | 1.2% of 310,000 active | HEK293 TMEM16A/YFP iodide influx fluorescence, ionomycin;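 active = ratio plate-corrected score three or more library SD toward inhibition, starting fluorescence score within five deviations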;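 note: score derived from kinetic fluorescence span divided by baseline fluorescence per well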
TMEM16A act = mouse TMEM16A channel activation, primary screen | Q8BHY3 | HEK293 TMEM16A/YFP-H148Q/I152L, iodide quench fluorescence; stronger effect = lower value | B-score at 10 µM | 0.3% of 340,000 active | AID 623877;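 active = fluorescence-ratio B-score plate-corrected deviation score at least 3 library SD below zero, with starting fluorescence score within 5 deviations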;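 note: channel opened by trigger with iodide after compound preincubation; score built on the fluorescence ratio of max minus min over baseline; more negative score means more quench and so TMEM16A activation or potentiation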
TRPC4 PAM = allosteric potentiators of mouse TRPC4 channel | Q9QUQ5 | HEK293 TRPC4beta/mu-opioid, DAMGO EC20, Fluo-4 Ca2+ flux; stronger effect = higher value | B-score at 10 µM | 0.42% of 310,000 active;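 active = B-score of calcium response area above 5 SD of library B-scores, with initial fluorescence ratio within 5 SD of library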;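 note: B-score of integrated fluorescence ratio over time as area under calcium response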
Target sequence (Q9QUQ5 whole entry, looked up): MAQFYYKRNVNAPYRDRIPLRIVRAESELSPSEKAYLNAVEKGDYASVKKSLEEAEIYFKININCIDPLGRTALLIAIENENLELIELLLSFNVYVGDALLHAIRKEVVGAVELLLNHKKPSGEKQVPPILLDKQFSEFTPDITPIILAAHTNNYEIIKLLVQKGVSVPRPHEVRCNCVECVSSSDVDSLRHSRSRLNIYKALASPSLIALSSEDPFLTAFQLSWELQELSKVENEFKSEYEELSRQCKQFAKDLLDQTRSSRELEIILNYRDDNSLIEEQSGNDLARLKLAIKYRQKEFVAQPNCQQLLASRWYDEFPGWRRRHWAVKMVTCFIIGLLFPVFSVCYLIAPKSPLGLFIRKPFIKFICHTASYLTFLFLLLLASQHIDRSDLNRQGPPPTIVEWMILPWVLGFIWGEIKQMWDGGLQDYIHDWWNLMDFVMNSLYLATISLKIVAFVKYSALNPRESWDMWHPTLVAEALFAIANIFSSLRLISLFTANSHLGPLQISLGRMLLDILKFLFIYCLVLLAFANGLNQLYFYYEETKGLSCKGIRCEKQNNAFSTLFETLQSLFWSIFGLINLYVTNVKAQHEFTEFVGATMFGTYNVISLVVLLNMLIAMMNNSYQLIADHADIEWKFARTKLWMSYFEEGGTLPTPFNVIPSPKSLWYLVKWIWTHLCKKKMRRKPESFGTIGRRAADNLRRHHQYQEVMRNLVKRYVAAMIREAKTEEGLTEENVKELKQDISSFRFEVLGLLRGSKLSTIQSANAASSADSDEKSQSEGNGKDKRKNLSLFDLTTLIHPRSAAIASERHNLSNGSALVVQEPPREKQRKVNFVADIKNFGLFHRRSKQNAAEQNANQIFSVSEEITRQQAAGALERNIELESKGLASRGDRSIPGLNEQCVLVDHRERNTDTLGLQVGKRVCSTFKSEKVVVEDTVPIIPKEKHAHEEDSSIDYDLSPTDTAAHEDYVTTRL
TRPC6 inh = blocks the mouse TRPC6 cation channel; Q61143; HEK293-TRPC6, membrane potential dye, ACh-evoked depolarization; stronger effect = lower value; B-score at 10 µM; 1.1% of 310,000 active; AID 2553;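 active = B-score under library mean minus 3 SD, initial fluorescence not abnormally high, positive integrated signal ratio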;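 note: B-score derived from integrated fluorescence ratio over the kinetic read; more negative B-score means stronger inhibition of depolarization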
SKKanGAS inh = inhibitors of SKKanGAS S. pyogenes growth in kanamycin (SK-promoter or general growth effect); BacTiter-Glo, 6 h; inhibition, % at 7.5 µM; 1.3% of 300,000 active; AID 1662;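 active = mean replicate score, as percent of positive control median, at least 50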;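 note: strain carries kanamycin resistance gene driven by streptokinase promoter and grows in 40 µg/ml kanamycin; loss of luminescence reflects streptokinase promoter inhibition or plain growth inhibition; 0% = median of DMSO wells and 100% = positive control at its reference dose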
MrgX1 antagonist = human MrgX1 receptor antagonism, primary screen; MRGX1-HEK293 calcium flux, Fluo-4, BAM8-22 antagonism; stronger effect = lower value; B-score at 10 µM; 1.3% of 310,000 active; AID 588676;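 active = calcium-response B-score plate-corrected more than 3 library SD below zero, starting fluorescence within 5 deviations, no agonist response on first addition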;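 note: peak minus trough fluorescence over baseline after final BAM8-22 challenge near maximal dose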
TRPC4 inh = inhibitors of mouse TRPC4 channel. Q9QUQ5. HEK293 TRPC4beta/mu-opioid, DAMGO-evoked Fluo4 calcium flux; stronger effect = lower value. B-score at 10 µM. 0.39% of 300,000 active. AID 2247;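 active = B-score over 3 SD under the library average, no early fluorescence shift, positive overall ratio signal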
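Material: HEK293 cells with stable TRPC4beta plus mu-opioid receptor expression / Probe or stimulus: DAMGO in two steps, submaximal then maximal / Compound: single concentration per test compound / Technique: kinetic Fluo4 fluorescence imaging of calcium influx / Read-out: per-well B score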
MrgX1 ag = agonists of human MrgX1 receptor. Q96LB2. MrgX1-HEK293 cells, Fluo-4 calcium fluorescence, agonist mode; stronger effect = higher value. B-score at 10 µM. 0.44% of 310,000 active. AID 588627;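 active = calcium response B-score plate-corrected fluorescence ratio at least 3 library SD, with starting fluorescence B-score inside 5 SD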
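Test system: Stable human MrgX1 HEK293 cell line | Schedule: Overnight plating before 1 h dye loading | Read-out basis: Baseline-normalised fluorescence change ratio, B-scored | Detection: Kinetic calcium dye fluorescence, Fluo-4 NW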
TRPC4 agonist = opens the mouse TRPC4 cation channel; B-score at 10 µM; Q9QUQ5; HEK293 TRPC4beta/mu-opioid, Fluo4 calcium fluorescence; stronger effect = higher value; 0.49% of 310,000 active;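 active = B-score above 5 SD of library B-scores, and initial fluorescence ratio not above library mean plus 5 SD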;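 note: positive B-score marks a calcium rise read as TRPC4 activation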
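Material: TRPC4beta and mu-opioid receptor HEK293 stable cells | Incubation: 45 min room-temperature Fluo4 loading, 110 s read | Detection: Kinetic Fluo4 calcium fluorescence | Measure: Integrated baseline-normalised fluorescence ratio, converted to per-well B score | Benchmarks: Low control buffer alone, high control maximal DAMGO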
* = called active by the depositor; i = inactive; · = not tested or not shown. Compounds as they come; 6.7% or so of the library scored in one or more.

SMILES	MrgX1 PAM	TRPC6 activator	TMEM16A inh	TMEM16A act	TRPC4 PAM	TRPC6 inh	SKKanGAS inh	MrgX1 antagonist	TRPC4 inh	MrgX1 ag	TRPC4 agonist
CCOC(=O)/C(C#N)=C/c1ccc(OCC(=O)Nc2ccccc2)c(OC)c1	i	i	i	i	i	i	1	i	i	i	i
Cc1ccc(NC(=O)CN(c2ccccc2)S(=O)(=O)N(C)C)cc1	i	i	i	i	i	i	4	i	i	i	i
CC(=O)Nc1nnc(SCC(=O)Nc2ccc3c(c2)OCCO3)s1	i	i	i	i	i	i	7	i	i	i	i
CCCn1c(SCC(=O)N2CCN(CC)CC2)nc2c1c(=O)n(C)c(=O)n2C	i	i	i	i	i	i	1	i	i	i	i
Cc1c(Br)c([N+](=O)[O-])nn1CC(=O)NCc1cccnc1	i	i	i	i	i	i	-6	i	i	i	i
Cc1ccc(NC(=O)CSc2nc(N)c(-c3ccccc3)c(=O)[nH]2)cc1Cl	i	i	i	i	i	i	-1	i	i	i	i
O=C(NC(=S)Nc1ccc(Cl)cc1Cl)C1CC1	i	i	i	i	i	i	32	i	i	i	i
Cc1cc(C)c(OCC(=O)Nc2nnn(C)n2)c(Br)c1	i	i	i	i	i	i	10	i	i	i	i
COc1ccc(NC(=S)NC(=O)C2CCCCC2)cc1	i	i	i	i	i	i	3	i	i	i	i
CCOC(=O)N1CCC(NC(=O)Cn2cc3c(n2)CCC(C)C3)CC1 (centres undefined)	i	i	i	i	i	i	0	i	i	i	i
Cc1ccc(C)c(N(CC(=O)NCCC2=CCCCC2)S(C)(=O)=O)c1	i	i	i	i	i	i	0	i	i	i	i
CCCN=C1CC(C)(C)CC(=O)/C1=C(/O)CCCN1C(=O)c2ccccc2C1=O	i	i	i	i	i	i	-3	i	i	i	i
O=C(c1ccc(Cl)c([N+](=O)[O-])c1)N1CCN(c2ccccn2)CC1	i	i	i	i	i	i	8	i	i	i	i
COc1ccc(Nc2oc(-c3ccc(Cl)cc3)nc2C#N)cc1	i	i	i	i	i	i	-2	i	i	i	i
Cc1ccc(NCC(=O)N/N=C/c2c[nH]c3ccccc23)cc1	i	i	i	i	i	i	1	i	i	i	i
CCn1c(=O)cc(SCC(=O)NCCCN2CCC(C)CC2)c2ccccc21	i	i	i	i	i	i	1	i	i	i	i
O=C(OCc1cc(=O)n2c(n1)sc1ccccc12)c1ccc(O)cc1	i	i	i	i	i	i	4	i	i	i	i
CC(NC(=O)c1c(F)cccc1Cl)c1ccc(-n2ccnc2)cc1 (centres undefined)	i	i	i	i	i	i	2	i	i	i	i
COc1ccc(CNC(=O)c2c(O)c3ccccc3n(C)c2=O)cc1	i	i	i	i	i	i	10	i	i	i	i
Cc1ccc(NC(=O)C(C)N2C(=O)c3ccccc3C2=O)cc1 (centres undefined)	i	i	i	i	i	i	-1	i	i	i	i
O=C(Nc1cccc(-c2cn3cccnc3n2)c1)c1ccc2c(c1)OCO2	i	i	i	i	i	i	7	i	i	i	i
COc1ccc2nc(C)cc(SCC(=O)NNC(=O)COc3cccc4ccccc34)c2c1	i	i	i	i	i	i	1	i	i	i	i
CC(C)CN(C(=O)CN1CCN(c2cccc(Cl)c2)CC1)c1c(N)n(CC(C)C)c(=O)[nH]c1=O	i	i	i	i	i	i	-5	i	i	i	i
CCOC(=O)c1nn(-c2ccc(OC)cc2)c(=O)c2c(N)scc12	i	i	i	i	i	i	12	i	i	i	i
COc1ccc(CCN2CCCC(CN(C)Cc3cccc(OC)c3)C2)cc1 (centres undefined)	i	i	i	i	i	i	0	i	i	i	i
O=C(NCCn1cccn1)c1ccc(OC2CCN(C(=O)C3CC3)CC2)cc1	i	i	i	i	i	i	8	i	i	i	i
CCOC(=O)/C(C#N)=C\C1=C(N2CCCC2)CC(C)(C)OC1	i	i	i	i	i	i	-1	i	i	i	i
COc1ccc([C@H]2[C@H](C(=O)OC(C)(C)C)N3N=Cc4ccccc4C3C23C(=O)c2ccccc2C3=O)c(OC)c1 (some centres undefined)	i	i	i	i	i	i	-2	i	i	i	i
Fc1ccc(OCCCn2ccnc2)cc1	i	i	i	i	i	i	4	i	i	i	i
COc1ccc(Cl)cc1NC(=O)CN1CCN(Cc2ccccc2)CC1	i	i	i	i	i	i	-1	i	i	i	i
CC1(N2CCOCC2)CC2(O)C(=[N+]1[O-])CCc1c2no[n+]1[O-] (centres undefined)	i	i	i	i	i	i	4	i	i	i	i
Cc1c(Cc2ccccc2)c(NCCN(C)C)n2c(nc3ccccc32)c1C#N	i	i	i	i	i	-6*	-3	i	i	i	i
Cc1ccc(C(c2nnnn2CCc2ccccc2)N2CCSCC2)cc1 (centres undefined)	i	i	i	i	i	i	-2	i	i	i	i
COC(=O)c1ccc(Oc2nc(N(C)C)nc(N3CCOCC3)n2)cc1	i	i	i	i	i	i	-4	i	i	i	i
Cc1cc(=O)n2nc(N3CCC(C(=O)NCc4ccccc4F)CC3)sc2n1	i	i	i	i	i	i	0	i	i	i	i
Cc1cccc(OCc2nc(-c3ccc(Br)o3)no2)c1	i	i	i	i	i	i	6	i	i	i	i
COc1ccc(C(=O)N/N=c2\oc3ccccc3cc2C(N)=O)cc1	i	i	i	i	i	i	15	i	i	i	i
CC(=O)C1=NOC(CNc2ncc(C(F)(F)F)cc2Cl)C1 (centres undefined)	i	i	i	i	i	i	0	i	i	i	i
O=C(Nc1cccc(CCc2ccccn2)c1)c1cc(F)c(F)cc1Cl	i	i	i	i	i	i	-3	i	i	i	i
Cn1c(CSc2nc3ccccc3s2)n[nH]c1=S	i	i	i	i	i	i	-5	i	i	i	i
C=CCn1cccc(C(=O)Nc2ccc(OC)c(OC)c2)c1=O	i	i	i	i	i	i	-2	i	i	i	i
Cc1ccc(CNC(=O)CNC(=S)N(Cc2ccccc2)Cc2cccnc2)cc1	i	i	i	i	i	i	0	i	i	i	i
COc1ccc(CNc2nc3nc(-c4ccccc4)cc(=O)n3[nH]2)cc1OC	i	i	i	i	i	i	2	i	i	i	i
O=C(NCc1ccccc1)C(Cc1ccccc1)NS(=O)(=O)c1cccc2nsnc12 (centres undefined)	i	i	i	i	i	i	-2	i	i	i	i
Cc1cccc(C)c1NC(=O)CN(C)C(=O)C1CCN(c2ncnc3sc(C)c(C)c23)CC1	i	i	i	i	i	i	1	i	i	i	i
COc1cc(C=O)ccc1OCCCOc1ccccc1C(=O)O	i	i	i	i	i	i	6	i	i	i	i
CCOc1ccc(NC(=O)CSc2nnc(C)n2CC)cc1	i	i	i	i	i	i	-1	i	i	i	i
c1ccc(C(c2ccccc2)N2CCN(Cc3nc(-c4cnccn4)no3)CC2)cc1	i	i	i	i	i	i	16	i	i	i	i
CNC(=O)C(=O)NCC(c1cccs1)S(=O)(=O)c1ccc(F)cc1 (centres undefined)	i	i	i	i	i	i	-17	i	i	i	i
Cc1noc(C)c1C(=O)NCCc1ccccc1	i	i	i	i	i	i	-4	i	i	i	i
CCOc1ccc(NC(C(=O)Nc2cccc(C(C)=O)c2)c2ccccc2)cc1 (centres undefined)	i	i	i	i	i	i	14	i	i	i	i
NC(=O)c1ccc(-c2ccccc2F)cc1	i	i	i	i	i	i	-7	i	i	i	i
O=C1CC(c2ccccc2)CC(O)=C1C=NCCN1CCNCC1 (centres undefined)	i	i	i	i	i	i	-2	i	i	i	i
COCCN(C(=S)Nc1ccc(OC)cc1)C(C)c1cccs1 (centres undefined)	i	i	i	i	i	i	4	i	i	i	i
CC(C)(C)c1cc(C(=O)NCCN2CCCC2)cc(C(C)(C)C)c1	i	i	i	i	i	i	-11	i	i	i	i
COc1ccc(NC(=O)Nc2ccc(C(C)C)cc2)cc1	i	i	i	i	i	i	-8	i	-6*	i	i
CCOc1ccc(N/C(N)=N/c2nc(C)cc(C)n2)cc1	i	i	i	i	i	i	-4	i	i	142*	i
Cc1c(-c2ccccc2)oc2c(C(=O)OCC(=O)Nc3ccc(C(N)=O)cc3)cccc2c1=O	i	i	i	i	i	i	-1	i	i	i	i
O=C(CCC(=O)OCc1cccc([N+](=O)[O-])c1)Nc1ccccc1Cl	i	i	i	i	i	i	2	i	i	i	i
Cc1cc(C)cc(Oc2ccc(N)cc2)c1	i	i	i	i	i	i	-4	i	i	i	i

(more compounds)
SMILES	MrgX1 PAM	TRPC6 activator	TMEM16A inh	TMEM16A act	TRPC4 PAM	TRPC6 inh	SKKanGAS inh	MrgX1 antagonist	TRPC4 inh	MrgX1 ag	TRPC4 agonist
CNS(=O)(=O)c1cccc(C(=O)OCc2cc(=O)n3cc(Br)ccc3n2)c1	i	i	i	i	i	i	-10	i	i	i	i
COc1ccc(NC(=O)CCC(=O)Nc2cc(OC)c(NC(=O)c3ccco3)cc2OC)c(OC)c1	i	i	i	i	i	i	2	i	i	i	i
COc1cc(NS(=O)(=O)c2ccc(NC(=S)NC(=O)c3ccccc3)cc2)nc(OC)n1	i	i	i	i	i	i	14	i	i	i	i
CCC(Oc1ccccc1)C(=O)Nc1nnc(C(F)(F)F)s1 (centres undefined)	i	·	100*	i	·	·	·	i	·	i	·
CCOC(=O)C1(CCOc2ccccc2)CCN(Cc2ccc(-n3cccn3)cc2)CC1	i	i	25*	i	i	i	-18	i	-7*	i	i
Cc1ccc(N/C=C2\C(=O)C3(C)CCC2C3(C)C)cc1C (centres undefined)	i	i	i	i	i	i	-10	i	i	i	i
CCOC(=O)c1c(N)c(C#N)cn1-c1ccccc1	i	i	i	i	i	i	0	i	i	i	i
CC(C)Cn1cnc2c1c(=O)n(CC(=O)Nc1ccc3c(c1)OCO3)c(=O)n2Cc1ccccc1	i	i	i	i	i	i	11	i	i	i	i
O=[N+]([O-])c1ccc(N/N=C2/CCCCC2c2ccccn2)c([N+](=O)[O-])c1 (centres undefined)	i	i	i	i	i	i	-9	i	i	i	i

Screening data deposited in PubChem BioAssay by several laboratories.
